FUS yeast rescue = qHTS for Suppressors of FUS Proteinopathy: Primary screen using FUS-linked yeast assay. Potency, µM (titrated, usually from 76.6 µM), without a hit: at the highest dose growth rescue (activation), hits mostly activators. S. cerevisiae FUS-expressing, growth rescue, OD600, 24 h. AID 1347120, 2019. hit rate 0.24% among 390,000;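 also: potency is read from the fitted curve at half-maximal effect; plate controls were DMSO vehicle for no effect and reference control for full effect; nearly all actives have a fitted effect of over 55% in size; some results filed as inactive show a strong effect at the top dose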
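Galactose (2%) drives FUS expression in yeast precultured in raffinose; seeding density OD 0.005. Test compounds incubated 24hr at 30C and 99% humidity before absorbance at 600 nm was measured.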
pAkt inh = HTS Assay for Inhibitors of Akt Phophorylation: Primary Screen. hit rate 0.32% among 360,000. Neuro2A IGF-stimulated pAkt S473 HTRF, 20 min; hits give low values. AID 651550, 2012. activity change, % for hits at 50 µM; in the data active = activity change below about -80%; inconclusive = mostly about -51% to -80%; also: % is scaled to controls: 0 for no effect and ±100 for the full control effect
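Neuro2A cells in DMEM with 0.5% FBS, overnight at 37 deg C, given compound at single 50 µM final, then IGF (6 nM final) for 20 min at 37 deg C. Lysed; phospho-Akt Ser473 by HTRF after 24 h, 665/615 ratio.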
TDP43 rescue = qHTS of TDP-43 Inhibitors | TDP-43 expressing yeast growth rescue, BacTiter-Glo, 24 h | Potency, µM (doses to about 46.1 µM), without a hit: at the highest dose growth rescue (activation), actives largely listed as activators | hit rate 1.8% among 410,000; also: potency is read from the fitted curve at half-maximal effect; % of control where 0% means no effect; nearly all actives have a fitted effect of over 50% in size
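Cell-based yeast growth screen: TDP-43 expression induced in galactose, inoculum OD600=0.02 after raffinose pregrowth to mid-log. Read-out BacTiter-Glo luminescence at 24 hr, 30 deg C; inhibition of toxicity seen as signal increase.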
GLP-1R agonist = qHTS of GLP-1 Receptor Agonists; Glucagon-like peptide 1 receptor (Homo sapiens), P43220; HEK293 GLP-1R CRE-luciferase, luminescence, 4-6 h; cells express a hypersensitive GLP-1R form; Potency, µM (top dose mostly 45.6 µM), for inactives: at the highest dose activation, hits mostly activators; hit rate 0.007% among 380,000; AID 624172, 2012; also: potency is read from the fitted curve at half-maximal effect; % of control where 0% means no effect
Target sequence (P43220 whole entry, looked up): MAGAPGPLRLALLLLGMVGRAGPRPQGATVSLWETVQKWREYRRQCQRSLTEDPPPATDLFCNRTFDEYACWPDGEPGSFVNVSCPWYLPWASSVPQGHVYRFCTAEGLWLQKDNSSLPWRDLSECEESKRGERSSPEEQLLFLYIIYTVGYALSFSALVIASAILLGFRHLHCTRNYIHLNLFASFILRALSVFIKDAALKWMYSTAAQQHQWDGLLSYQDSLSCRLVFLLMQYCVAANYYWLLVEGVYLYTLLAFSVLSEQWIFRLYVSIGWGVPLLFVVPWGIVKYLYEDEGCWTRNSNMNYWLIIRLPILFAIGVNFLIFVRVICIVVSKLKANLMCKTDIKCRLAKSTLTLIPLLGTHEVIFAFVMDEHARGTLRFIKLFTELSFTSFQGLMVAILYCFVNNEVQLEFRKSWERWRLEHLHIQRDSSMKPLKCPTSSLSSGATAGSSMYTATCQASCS
PTHR1 ag = qHTS for PTHR1 Agonists: Primary Screen; AID 743266, 2014; hit rate 0.075% among 410,000; Potency, µM (top dose mostly 115 µM), without a hit: top-dose activation, usual class: activators; HEK293 GP2 PTHR1 cells, GloSensor cAMP luminescence, 1 h; Parathyroid hormone/parathyroid hormone-related peptide receptor (Homo sapiens), Q03431; also: potency is read from the fitted curve at half-maximal effect; nearly all actives have a fitted effect of over 55% in size; some results filed as inactive show a strong effect at the top dose; inactives centre near -15; many of its hits are not listed in these tables
Target sequence (Q03431 whole entry, looked up): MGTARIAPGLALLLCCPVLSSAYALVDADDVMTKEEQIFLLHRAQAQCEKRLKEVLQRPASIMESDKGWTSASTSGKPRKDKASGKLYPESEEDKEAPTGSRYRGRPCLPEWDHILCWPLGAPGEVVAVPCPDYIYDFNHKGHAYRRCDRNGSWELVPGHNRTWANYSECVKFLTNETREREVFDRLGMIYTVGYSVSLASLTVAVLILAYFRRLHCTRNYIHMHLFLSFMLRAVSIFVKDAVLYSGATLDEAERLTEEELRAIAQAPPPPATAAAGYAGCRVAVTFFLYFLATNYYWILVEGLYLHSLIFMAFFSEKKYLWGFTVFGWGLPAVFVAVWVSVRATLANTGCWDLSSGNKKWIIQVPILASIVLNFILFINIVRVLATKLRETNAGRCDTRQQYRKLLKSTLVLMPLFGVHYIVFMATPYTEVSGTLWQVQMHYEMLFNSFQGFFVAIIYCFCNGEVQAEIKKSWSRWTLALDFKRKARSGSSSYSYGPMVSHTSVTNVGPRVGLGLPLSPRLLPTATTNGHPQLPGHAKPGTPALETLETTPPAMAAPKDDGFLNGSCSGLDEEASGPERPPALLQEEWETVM
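HEK-293-derived GP2 cells expressing PTHR1 and a GloSensor cAMP reporter, 3,000/well, plated overnight, given luciferin plus IBMX (each 0.5 mM as added) for 1 h at 37 °C, then compound for 1 h at 37 °C. Luminescence was read after 15 min at room temperature.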
aSyn rescue = qHTS of alpha-syn Inhibitors; hit rate 0.14% among 370,000; Yeast expressing alpha-synuclein, growth rescue, BacTiter-Glo, 24 h; Potency, µM (highest dose often 46.1 µM), inactives show at the top dose growth rescue (activation), hits mostly activators; also: potency is read from the fitted curve at half-maximal effect; % of control where 0% means no effect; nearly all actives have a fitted effect of over 65% in size
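Galactose-induced alpha-syn yeast (OD600=0.02, raffinose-pregrown) + pinned cpd, 24 hr, 30 deg C; growth by BacTiter-Glo luminescence. Growth restoration scores as activation.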
Abeta rescue = qHTS for compounds that reverse cellular toxicity of Amyloid beta (A-beta) peptide in yeast: Primary Screen; yeast expressing A-beta42, growth rescue, OD600, 48 h; response scale: 0% DMSO, 100% iron-clioquinol control; Potency, µM (series often up to 46.1 µM), for inactives: at the top dose growth rescue, usual class: activators; hit rate 0.063% among 410,000; AID 1347071, 2019; also: potency is read from the fitted curve at half-maximal effect; nearly all actives have a fitted effect of over 55% in size
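Yeast A-beta toxicity model in growth medium with pinned compounds, 48 h at 30 C; growth read as absorbance at 600 nm. Normalized to FeCl3/clioquinol equimolar mix (positive) and DMSO (negative).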
DRD3 antagonist = qHTS of D3 Dopamine Receptor Antagonist: qHTS | D(3) dopamine receptor (Homo sapiens), P35462 | max response, negative = inhibition, % | hit rate 2.5% among 360,000 | D3R cells, DiscoveRx beta-arrestin luminescence, antagonist mode; hits give low values; in the data active = max response below about -50%; inconclusive = no clear call, values can overlap the other calls; also: % is scaled to controls: 0 for no effect and ±100 for the full control effect; mostly tested at two doses, the higher about 12 µM
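Cells plated overnight at 1500 cells/well, then exposed to library compounds with dopamine controls for 90 minutes at 37 degrees C. DiscoveRx reagent added for 30–60 minutes at room temperature; luminescence read, quantitative HTS format.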
GLP1R inv ag = qHTS of GLP-1 Receptor Inverse Agonists (Inhibition Mode); Glucagon-like peptide 1 receptor (Homo sapiens), P43220; HEK293 GLP-1R CRE-luciferase, luminescence, 24 h; GLP-1R form is constitutively active; Potency, µM (titrated, usually from 38.3 µM), inactives show at the top dose activity change, negative = inhibition, usual class: inhibitors; hit rate 1.6% among 410,000; AID 624417, 2012; also: potency is read from the fitted curve at half-maximal effect; % is scaled to controls: 0 for no effect and ±100 for the full control effect; nearly all actives have a fitted effect of over 55% in size
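HEK293 cells stably co-expressing a cAMP-responsive luciferase reporter and constitutively active GLP-1R were seeded, incubated 12 h, then exposed to compounds for 24 h at 37 C. Luminescence was read 12 min after detection reagent; inverse agonists lower signal.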
* marks the source's active call; other numbers are inactive results; i = inactive; ? = inconclusive; . = not tested or not shown; [ ] = another dose, or the depositor's remark. Unless noted, calls follow the shape of the dose curve; as a rule, active = well fitted curve in the direction sought with a large enough effect; inconclusive = small, poorly fitted or top-dose-only effect, or another doubt; inactive = no such curve, though single readings can be large; an effect the other way counts as inactive or inconclusive. A portion of the library. The share of hits here may be higher or lower than overall.

SMILES | FUS yeast rescue | pAkt inh | TDP43 rescue | GLP-1R agonist | PTHR1 ag | aSyn rescue | Abeta rescue | DRD3 antagonist | GLP1R inv ag
COc1cc(NC(=O)c2cnc(NCc3ccccc3)nc2C)cc(OC)c1OC | 13% | i | -3% | 11% | -16% | -1% | -12% | -12 | -3%
O=C(NCc1ccccc1Br)c1ccc2c(c1)nc1n2CCOC1 | -3% | . | 10% | . | -11% | . | 1% | . | 8%
CCC1CCc2c(n(C)c3ccccc3c2=O)O1 (stereo not given) | 7% | i | 6% | 0% | -15% | -15% | -17% | 21 | 22%
CCN(CC)c1ccc(C2C(C(=O)Nc3ccccc3C)=C(C)Nc3ncnn32)cc1 (stereo not given) | -9% | . | 4% | 3% | -17% | -5% | -16% | . | 4%
Cc1ccc2[nH]c(C(=O)N3CCN(C(c4ccccc4)c4ccccc4)CC3)cc2c1 | -8% | i | -26% | 1% | -9% | -9% | 7% | 9 | ?
CCc1ccc(NC(=O)NCCc2c(C)nn(C)c2C)cc1 | 2% | . | 22% | . | i | . | 7% | . | -15%
NC(=O)c1cc(Sc2ccccc2)nc2ccccc12 | -5% | i | -14% | 3% | -25% | -5% | -3% | 0 | -29%
COc1cc(/C=C2/C(=O)CNC2=O)ccc1O | 23% | i | 19% | -4% | i | -3% | 7% | 1 | -10%
Cc1ccc(C)c(NC(=O)CCCN2C(=O)C(c3ccccc3)Oc3cccnc32)c1 (stereo not given) | 15% | . | 13% | -1% | -33%[inhibitor] | . | -11% | . | 10%
Cc1ccc(NS(=O)(=O)c2cc(C(=O)N3CCCC3)ccc2C)cc1C | 23% | i | -14% | 9% | -4% | -3% | 8% | 2 | -28%
O=C(CCCn1c(=O)[nH]c2cc(Cl)ccc2c1=O)NCC1CCCO1 (stereo not given) | -11% | i | 4% | 23% | i | -5% | 3% | 18 | 14%
COc1ccc(Nc2nccc3c2nnn3C)cc1 | 1% | i | ? | -4% | -3% | 0% | ? | -8 | -1%
COc1ccc2c([N+](=O)[O-])c(N3CCOCC3)[nH]c2c1 | -11% | i | 11% | 0% | 11% | -4% | -2% | -17 | -8%
COc1ccccc1CN1CCCC(N2CCN(c3ccc(F)cc3)CC2)C1 (stereo not given) | 2% | i | -15% | -13% | i | 1% | 11% | 4 | ?
O=[N+]([O-])c1cccc2c1ccc1ncccc12 | 6% | i | ? | 8% | -18% | 5% | -3% | 20 | 19%

The last six records of the part above open the next one:
SMILES | FUS yeast rescue | pAkt inh | TDP43 rescue | GLP-1R agonist | PTHR1 ag | aSyn rescue | Abeta rescue | DRD3 antagonist | GLP1R inv ag
Cc1ccc(NS(=O)(=O)c2cc(C(=O)N3CCCC3)ccc2C)cc1C | 23% | i | -14% | 9% | -4% | -3% | 8% | 2 | -28%
O=C(CCCn1c(=O)[nH]c2cc(Cl)ccc2c1=O)NCC1CCCO1 (stereo not given) | -11% | i | 4% | 23% | i | -5% | 3% | 18 | 14%
COc1ccc(Nc2nccc3c2nnn3C)cc1 | 1% | i | ? | -4% | -3% | 0% | ? | -8 | -1%
COc1ccc2c([N+](=O)[O-])c(N3CCOCC3)[nH]c2c1 | -11% | i | 11% | 0% | 11% | -4% | -2% | -17 | -8%
COc1ccccc1CN1CCCC(N2CCN(c3ccc(F)cc3)CC2)C1 (stereo not given) | 2% | i | -15% | -13% | i | 1% | 11% | 4 | ?
O=[N+]([O-])c1cccc2c1ccc1ncccc12 | 6% | i | ? | 8% | -18% | 5% | -3% | 20 | 19%
CC(C)C(O)(C(=O)NNc1ccccc1)C(C)C | -27% | i | 9% | -1% | i | 4% | 8% | 12 | -12%
CCCCOc1ccc(C(=O)NCC(=O)OC2CCOC2=O)cc1 (stereo not given) | 8% | i | 2% | 2% | i | -3% | -2% | -16 | -4%
O=C(CC1C(=O)NCCN1Cc1ccc(Cl)c(F)c1)NCC1CCOCC1 (stereo not given) | ? | i | 5% | 2% | i | 0% | . | 0 | 9%
COC(=O)c1[nH]c2ccc(C)cc2c1NC(=O)C(C)N1CCN(C2CCCCC2)CC1 (stereo not given) | 3% | i | 1% | -1% | i | 2% | 6% | -21 | -20%
COc1ccc(C)cc1NC(=O)CCn1nc(C)cc1C | -4% | . | 4% | . | ? | . | -5% | . | 3%
C=CC[C@H](CC(=O)N(CCO)Cc1ccccc1)C(=O)N[C@H](COC(=O)[C@@H](CC=C)Cc1ccc(F)cc1)Cc1c[nH]c2ccccc12 | ? | i | 12% | -6% | -15% | 3% | 7% | 63 | 13%
CCOC(=O)N1CCN(c2c(N3CCN(c4ccccc4F)CC3)c(=O)c2=O)CC1 | 2% | i | 18% | 8% | ? | 3% | 2% | 0 | -4%
CN(C)c1ccc(-c2nc3ccccc3c(=O)[nH]2)cc1 | 1% | i | 14% | -9% | -25% | 5% | -32% | 2 | 8.9µM*
Cc1cccc(CNc2ccc(C(CC(N)=O)NC(=O)Cc3cccc4ccccc34)cc2[N+](=O)[O-])c1 (stereo not given) | 19% | i | 9% | 8% | -8% | 5% | 0% | -23 | ?
Cc1ccc(-c2nnc(-n3nnc4ccccc43)c3ccccc23)cc1 | 10% | i | 9% | 4% | -29% | -13% | 1% | 6 | 6%
CCN(CC)c1ncnc2sc(C(=O)N3CCN(c4ccc(OC)cc4)CC3)c(C)c12 | ? | i | 3% | 3% | -77%[inhibitor] | 11% | 16% | -13 | 4%
CC(C)(C)c1ccc(CC(=O)N2CCC2(C)C(=O)N2CCCCC2)cc1 (stereo not given) | 21% | i | 18% | 11% | -4% | 6% | 6% | 18 | ?
O=C(/C(N=Nc1cccc(C(F)(F)F)c1)=C(/O)c1cccs1)C(F)(F)F | 13% | i | -92%[inhibitor] | -2% | -51%[inhibitor] | -55%[inhibitor] | -92%[inhibitor] | ? | ?
O=c1cc(CO)oc(CN2CCN(c3ccccc3)CC2)c1O | 20% | i | -9% | -10% | i | -2% | 10% | 72 | -6%
c1ccc(Nc2ncnc3sccc23)cc1 | -4% | i | ? | 22% | -19% | 7% | 3% | -11 | 15%
COc1ccccc1N1CC(C(=O)OC(C)C(=O)N2CCCc3ccccc32)CC1=O (stereo not given) | 21% | i | 4% | 4% | -24% | 0% | 5% | 1 | -2%
Cc1cc(SCC(=O)NC2(C#N)CCCCC2)nc2c(C)cccc12 | 9% | i | 30% | 2% | i | 7% | 9% | -16 | 10µM*
O=C(COC(=O)c1cccc(S(=O)(=O)N2CCc3ccccc32)c1)Nc1ncc(C(F)(F)F)cc1Cl | . | i | 1% | 6% | i | 1% | 2% | -57* | 1%
COc1ccc(C(=O)Nc2ccccc2C(=O)Nc2ccccc2C(=O)O)cc1 | 38% | i | . | 4% | -25% | -7% | -1% | -15 | 16%
C[C@@H]1C(=O)N(c2ccccc2)[C@@H]1c1ccncc1 | -16% | i | -6% | 3% | -20% | -5% | -17% | -10 | 3%
CCOC(=O)C1=C(C)Nc2nc3ccccc3n2C1c1cccs1 (stereo not given) | . | i | -3% | 5% | i | -1% | 1% | 13 | -7%
N#CCC(=O)Nc1ccc(C(=O)OCC(=O)Nc2cccc(C(F)(F)F)c2)cc1 | 28% | i | 0% | 5% | -14% | 1% | -13% | -2 | ?
O=C1CSC(c2ccccc2)N1c1cccnc1 (stereo not given) | 5% | i | -19% | -7% | -1% | -14% | -2% | -8 | 8%
CC(OC(=O)c1ccc(O)cc1)C(=O)Nc1nc(-c2ccccc2)cs1 (stereo not given) | 29% | i | ? | 7% | -43%[inhibitor] | -13% | ? | 24 | -31%
O=C1NC[C@H](c2ccccc2)N(CC2CCCCC2)C1=O | 5% | i | 11% | 7% | i | 1% | -3% | 19 | 14%
O=C(O)C1CCCCC1C(=O)NCc1ccccc1 (stereo not given) | 14% | i | -42%[inhibitor] | -20% | ? | -7% | 3% | -22 | 0%
Cc1ccc2cc3c(N)c4c(C)ccc(C)c4nc3nc2c1 | 0% | i | 0% | -1% | -13% | -5% | -8% | 22 | 8%
COC(=O)CN(n1cnnc1)S(=O)(=O)c1ccccc1 | 23% | i | -2% | -9% | i | -3% | -13% | 2 | 0%
COc1ccc([C@H]2N[C@]3(CCCN(CC4CCCCC4)C3=O)[C@H]3C(=O)N(Cc4ccccc4)C(=O)[C@@H]23)cc1 | ? | i | 6% | -1% | -25% | 11% | 4% | 4 | -33%
Cc1ccc(NC(=S)NC2CCCC2)cc1C | . | i | 29% | -2% | i | -8% | 13% | -21 | ?
COCCCn1c(=NC(=O)c2ccccc2)c(C#N)cc2c(=O)n3cccc(C)c3nc21 | -20% | i | 2% | 1% | -12% | -1% | -1% | -9 | 49%[activator]
CCOCCc1nnc(NC(=O)CS(=O)(=O)Cc2ccccc2)s1 | 9% | i | -12% | 2% | 0% | -1% | 8% | 11 | -5%
